Source: PubChem BioAssay
Gal4-VP16 FLuc: VP16 counterscreen qHTS for inhibitors of ROR gamma transcriptional activity; Drosophila S2 Gal4-VP16 UAS-luciferase, luminescence, 20 h; Potency, µM (highest dose often 53.6 µM), for the others: at the top dose activity, negative = inhibition, most hits filed as inhibitors; 310,000 tested, 3.5% active;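 further: Gal4-VP16 expression switched on by copper sulfate through the metallothionein promoter; on the % scale 0 is the no-effect control and ±100 the full control effect; nearly all actives have a fitted effect of over 50% in size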
BRCA1 expr act: qHTS Assay to Identify Small Molecule Activators of BRCA1 Expression. MCF7-BRCA1-FFLuc reporter, luminescence, 48 h; response scale: scaled: vehicle 0%, 10 µM genistein 100%. Potency, µM (series often up to 46.1 µM), for inactives: at the top dose activation, usual class: activators. 380,000 tested, 1.1% active. AID 624202, 2012; further: nearly all actives have a fitted effect of over 80% in size; some results filed as inactive show a strong effect at the top dose
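48 h compound treatment of MCF7-BRCA1-FFLuc cells (phenol-red free MEM, 37 °C), then 15 min with luciferase substrate and luminescence imaging.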
MBNL1-CUG inh: qHTS Assay for Inhibitors of MBNL1-poly(CUG) RNA binding | TR-FRET MBNL1-His/biotin-(CUG)12 binding, 665/545 ratio | 280,000 tested, 0.036% active | Muscleblind-like protein 1 (Homo sapiens), Q9NR56 | Potency, µM (titrated, usually from 57.5 µM), without a hit: at the top dose activity change, negative = inhibition, usual class: inhibitors; active means well fitted inhibition curve with a large enough effect in the signal ratio, with a control signal flat, not every such curve was filed as active; inconclusive means small, poorly fitted or top-dose-only effect, or effect the other way, or a change in a side signal; inactive means no such curve, though single readings can be large or run the other way; the % refers to the signal ratio; further: on the % scale 0 is the no-effect control and ±100 the full control effect
Target sequence (Q9NR56 whole entry, looked up): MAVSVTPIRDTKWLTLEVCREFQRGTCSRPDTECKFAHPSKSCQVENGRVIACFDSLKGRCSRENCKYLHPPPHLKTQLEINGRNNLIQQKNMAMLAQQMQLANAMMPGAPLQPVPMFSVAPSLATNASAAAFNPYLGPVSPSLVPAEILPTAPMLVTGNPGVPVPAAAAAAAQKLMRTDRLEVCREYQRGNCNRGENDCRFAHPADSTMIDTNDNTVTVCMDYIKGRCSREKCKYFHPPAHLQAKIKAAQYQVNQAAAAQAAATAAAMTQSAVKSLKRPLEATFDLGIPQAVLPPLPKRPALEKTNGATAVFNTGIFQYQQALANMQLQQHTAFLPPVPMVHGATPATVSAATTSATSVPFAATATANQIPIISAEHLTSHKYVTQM
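His-tagged MBNL1 binding to biotinylated (CUG)12 RNA was measured by TR-FRET using terbium anti-His antibody (0.055 ng/ul final) and streptavidin-XL665 (5 nM final). Compounds were titrated 92 nM to 58 uM; 60 min at room temperature.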
ELG1 genotoxic: qHTS screen for small molecules that induce genotoxicity in human embryonic kidney (HEK293T) cells expressing luciferase-tagged ELG1; HEK293T ELG1-luciferase reporter, luminescence, 16 h; Potency, µM (highest dose often 46 µM), for the others: at the highest dose activity change, positive = activation, actives largely listed as activators; 330,000 tested, 1.3% active; further: % of control where 0% means no effect; nearly all actives have a fitted effect of over 60% in size
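Cells (2,000/well) expressing the ELG1-luciferase fusion are dosed by pin tool and kept 16 hr at 37 °C, 5% CO2. Signal comes from ONE-Glo luciferase reagent after 30 min at room temperature.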
RORg inh: qHTS for inhibitors of ROR gamma transcriptional activity; Drosophila S2 Gal4-RORgamma UAS-luciferase reporter, 20 h; Nuclear receptor ROR-gamma (Mus musculus), P51450; Potency, µM (highest dose often 53.6 µM), without a hit: at the top dose activity change, negative = inhibition, actives largely listed as inhibitors; 310,000 tested, 5.4% active; further: on the % scale 0 is the no-effect control and ±100 the full control effect; nearly all actives have a fitted effect of over 60% in size
Target sequence (P51450 whole entry, looked up, the tested form may be a part): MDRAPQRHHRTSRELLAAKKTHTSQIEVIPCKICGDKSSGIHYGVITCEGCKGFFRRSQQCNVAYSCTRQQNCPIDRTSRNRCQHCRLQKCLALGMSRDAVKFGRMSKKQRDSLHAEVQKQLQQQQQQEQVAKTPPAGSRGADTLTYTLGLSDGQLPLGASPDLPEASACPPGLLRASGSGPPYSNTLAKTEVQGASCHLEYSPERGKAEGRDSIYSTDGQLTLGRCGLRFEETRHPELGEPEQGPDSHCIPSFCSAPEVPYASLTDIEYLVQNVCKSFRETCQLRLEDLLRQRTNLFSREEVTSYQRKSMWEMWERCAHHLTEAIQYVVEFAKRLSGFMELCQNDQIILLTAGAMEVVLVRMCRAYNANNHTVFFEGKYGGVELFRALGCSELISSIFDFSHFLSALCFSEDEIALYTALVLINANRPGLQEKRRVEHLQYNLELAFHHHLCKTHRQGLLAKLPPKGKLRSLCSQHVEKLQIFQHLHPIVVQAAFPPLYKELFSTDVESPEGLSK
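ROR gamma transcriptional activity was tracked as Gal4-UAS luciferase output in stably transfected Drosophila Schneider cells, with compound added 1 hr before 700 uM copper sulfate induction and a 20 hr ambient-temperature incubation.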
NPC1 prom act: qHTS Assay for NPC1 Promoter Activators | 320,000 tested, 2.4% active | Huh7 NPC1 promoter luciferase reporter, 24 h | Potency, µM (top dose mostly 9.22 µM), inactives show top-dose activation, most hits filed as activators;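 further: % of control where 0% means no effect; nearly all actives have a fitted effect of over 60% in size; reporter is driven by a mutant NPC1 promoter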
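Huh7 cells stably carrying NPC1 promoter–luciferase, plated in Opti-MEM with 10% FBS for 2 h, were exposed to compound in DMSO for 24 h at 37 °C; luciferase reagent was added for 10 min and luminescence read.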
uPA surface inh: qHTS for Inhibitors of Cell Surface uPA Generation; cell surface uPA generation assay, qHTS; Potency, µM (top dose mostly 38.3 µM), for the others: top-dose activity change, negative = inhibition, usual class: inhibitors; 330,000 tested, 0.31% active; active means well fitted inhibition curve with a large enough effect; inconclusive means small, poorly fitted or top-dose-only effect; inactive means no such curve, though single readings can be large or run the other way; tested in mouse RAW 264.7 cells; further: on the % scale 0 is the no-effect control and ±100 the full control effect; nearly all actives have a fitted effect of over 55% in size
p53 reactivator: qHTS assay for re-activators of p53 using a Luc reporter | 320,000 tested, 0.063% active | Potency, µM (top dose mostly 92.2 µM), without a hit: at the highest dose activity change, positive = activation, usual class: activators | H1299 p53-A138V BP100-luciferase reporter, luminescence, 24 h; further: % of control where 0% means no effect; nearly all actives have a fitted effect of over 45% in size
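p53-null H1299 cells stably carrying temperature-sensitive p53-A138V and a BP100-luciferase reporter were pinned with compounds (4-point, 1:5 series) and held 24 hrs at 37 deg C. Luminescence was read 10 min after detection reagent.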
MLL CXXC-DNA inh: qHTS Fluorescence Polarization Assay for Inhibitors of MLL CXXC domain - DNA interaction | 290,000 tested, 0.037% active | Potency, µM (titrated, usually from 115 µM), without a hit: at the top dose activity change, negative = inhibition, usual class: inhibitors | MLL-CXXC / FITC-HOXA9 DNA fluorescence polarization; active means well fitted inhibition curve with a large enough effect in the polarisation, with a control signal flat, not every such curve was filed as active; inconclusive means small, poorly fitted or top-dose-only effect, or effect the other way, or a change in a side signal; inactive means no such curve, though single readings can be large or run the other way; the % refers to the polarisation
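Purified MLL-CXXC (added from a 7 uM solution) was preincubated 5 min at ambient with pinned compounds in 50 mM Tris-HCl pH 7.5, 50 mM NaCl, 1 mM DTT, 0.05% BSA. Fluorescein-labeled HOX-A9 DNA (50 nM solution) followed, 30 min, then polarization read.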
Rab9 prom act: qHTS Assay for Rab9 Promoter Activators. Huh7 Rab9 promoter-luciferase reporter, luminescence, 24 h. Potency, µM (titrated, usually from 9.22 µM), inactives show at the highest dose activation, negative = inhibition, usual class: activators. 320,000 tested, 2.8% active; further: % of control where 0% means no effect; nearly all actives have a fitted effect of over 60% in size
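Cell-based reporter: Huh7 stable for Rab9 promoter-driven luciferase, plated in reduced-serum medium with 10% FBS at 1500 cells/well, compound-treated 24 h at 37 °C, luminescence read after 10 min reagent.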
FLuc counter: qHTS profiling assay for firefly luciferase inhibitor/activator using purifed enzyme and Km concentrations of substrates (counterscreen for miR-21 project); Luciferin 4-monooxygenase (Photinus pyralis), P08659; purified FLuc, Km substrates, luminescence inhibition; Potency, µM (series often up to 57.5 µM), for the others: top-dose activity change, negative = inhibition, usual class: inhibitors; 360,000 tested, 6.9% active;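 further: plate controls were vehicle for no effect and reference inhibitor for full effect; nearly all actives have a fitted effect of over 55% in size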
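Purified P. pyralis luciferase (10nM final) with 10uM D-luciferin and 10uM ATP (Km levels) in 50mM Tris acetate pH 7.5, 10mM Mg acetate, 0.01% Tween-20, 0.05% BSA; qHTS 6-point titration, ~60 µM downward; luminescence read.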
* marks the source's active call; other numbers are inactive results; ? = inconclusive; . = no result given; [ ] = remark or other dose. Unless noted, the call rests on the fitted dose curve; in most records, active means well fitted curve in the direction sought with a large enough effect; inconclusive means small, poorly fitted or top-dose-only effect, or another doubt; inactive means no such curve, though single readings can be large; an effect the other way counts as inactive or inconclusive. Potency means the concentration at half of the fitted maximal effect. Some of the compounds tested (hit frequency here may not be typical).

SMILES	Gal4-VP16 FLuc	BRCA1 expr act	MBNL1-CUG inh	ELG1 genotoxic	RORg inh	NPC1 prom act	uPA surface inh	p53 reactivator	MLL CXXC-DNA inh	Rab9 prom act	FLuc counter
CN(C)S(=O)(=O)c1ccc2oc(SCC(=O)NCC(F)(F)F)nc2c1	-26%	3%	-14%	-1%	-40%	22%	4%	?	-4%	20%	-2%
CC(=O)NCCc1nc2ccccc2n1Cc1ccc(Cl)cc1	1%	0%	-9%	0%	22%	-3%	-1%	-5%	-2%	-1%	-2%
CCC(C)Sc1nc2c(cnn2-c2ccc(C)cc2)c(=O)[nH]1 (configuration not stated)	-17%	14%	-5%	-8%	-6%	0%	3%	7%	-4%	-12%	1%
COc1cc(CNCCO)ccc1OCCc1ccccc1	?	32%	-13%	4%	-43%	4%	-1%	16%	-3%	21%	-3%
CC(C)CCn1cnc2c(c1=O)c1nc3ccccc3nc1n2Cc1ccc2c(c1)OCO2	-8%	-28%	0%	-4%	11%	-2%	-4%	-4%	12%	-8%	-2%
Cc1c(NC(=O)CN2CCN(c3ccc(O)cc3)CC2)c(=O)n(-c2ccccc2)n1C	2%	-1%	2%	3%	6%	-5%	-90%	-6%	3%	2%	-5%
CC(C)Sc1nnc(Nc2ccccc2)s1	6%	?	-2%	?	25%[10 µM]	4µM*	-3%	?	1%	2µM*	15µM*
S=C1NC(c2ccccc2)=NCN1c1ccc(Cl)cc1	?	81%	2%	13%	11µM*	14%	3%	1%	0%	5%	?
COc1cc2cc(C(c3nnnn3C(C)(C)C)N3CCc4ccccc43)c(=O)[nH]c2cc1OC (configuration not stated)	-3%	-32%	8%	3%	2%	1%	-1%	-31%[inhibitor]	-4%	0%	0%
Cc1nn2c(-c3cccc(NC(=O)c4ccco4)c3)nnc2c2ccccc12	-17%	-1%	-12%	1%	1%	-2%	1%	-12%	9%	-5%	?
Cc1cc(C)n2nc(SCC(=O)NC(=O)NCc3ccco3)nc2n1	0%	-7%	-11%	1%	28%	3%	0%	-5%	?	0%	-3%
Cc1nc2nc(SCC(=O)c3ccc([N+](=O)[O-])cc3)[nH]c2cc1Br	?	1%	13%	-1%	2.5µM*	-2%	-8%	6%	-2%	-2%	10%
Cc1ccc(NC(=O)CCNCc2ccco2)cc1S(=O)(=O)N(C)C	-10%	-12%	-7%	-3%	3%	-1%	-1%	3%	6%	-6%	-1%
Cc1cc(NC(=O)C(C)Oc2ccc(Cl)cc2Cl)n(-c2ccccc2)n1 (configuration not stated)	8%	-39%	2%	-7%	5%	-4%	-13%	-4%	-3%	0%	1%
Cc1cc(NC(=O)CSc2nc(C)c(C)c(=O)[nH]2)no1	.	-15%	.	3%	.	-5%	-1%	3%	.	0%	1%
CCOCCn1c(SCc2ccc(F)cc2)nc2c1c(=O)[nH]c(=O)n2C	-1%	-4%	3%	1%	2%	-2%	-11%	-5%	8%	-9%	2%
Cc1ccc(C(=O)CCC(=O)N2CCN(C(=O)c3ccco3)CC2)cc1	-10%	0%	-2%	-1%	17%	-1%	0%	-1%	1%	1%	-4%
Cc1nn(C(=O)N2CCOCC2)c(C)c1C	-8%	23%	-6%	-7%	-10%	2%	0%	-4%	1%	2%	11%
CCn1c(C)c(C(=O)O)c2cc(OC)c3ccccc3c21	3%	9%	7%	-4%	-2%	-3%	-1%	2%	-16%	-2%[1.84 µM]	-1%
CC(=O)Nc1ccc([N+](=O)[O-])c(CS(=O)(=O)c2ccc(C)cc2)c1[N+](=O)[O-]	-9%	-5%	?	-7%	-14%	-3%	0%	0%	31%[activator]	5%	-1%
CC(=O)C1CCC2C3CCC4=CC(=O)CC[C@]4(C)[C@@]3(F)C(O)C[C@]12C (some centres not stated)	4%	-41%	-7%	-8%	?	-2%	-3%	-7%	2%	0%[1.84 µM]	6%
O=S(=O)(NCc1csc(-c2cccs2)n1)c1cccc(C(F)(F)F)c1	-6%	-23%	.	-3%	1%	0%	9%	3%	11%	-2%	6%
O=C(Cc1cccc(Cl)c1)Nc1ccc(Br)cc1	-14%	3%	10%	-1%	1%	1%	7%	-2%	4%	2%	?
CCS(=O)(=O)N1CCC(c2nc(-c3ccc(C(F)(F)F)cc3)no2)CC1	?	-71%	3%	-12%	?	-15%	.	4%	-4%	-18%	2%
Cc1cc(C)n(CCNc2nc3nonc3nc2N2CCCCC2)n1	10%	0%	17%	0%	-26%	1%	2%	7%	-8%	-2%	4%
Additional compounds:
SMILES	Gal4-VP16 FLuc	BRCA1 expr act	MBNL1-CUG inh	ELG1 genotoxic	RORg inh	NPC1 prom act	uPA surface inh	p53 reactivator	MLL CXXC-DNA inh	Rab9 prom act	FLuc counter
Cc1cc(SCC(=O)NCCN2C(=O)CSC2=O)nc2c(C)cccc12	-20%	-5%	.	2%	-6%[10 µM]	4%	-2%	1%	-5%	2%	-1%
COc1ccc2c(CC(=O)NCC3CCC(C(=O)O)CC3)cc(=O)oc2c1 (configuration not stated)	-5%	-15%	8%	0%	-5%	2%	6%	-1%	-5%	0%	0%
CCn1c(SC(C)C(=O)Nc2ccc(N3CCOCC3)cc2)nnc1C1CC1 (configuration not stated)	.	10%	.	0%	.	5%	7%	5%	.	-8%	-26%
CCOCCn1ccc2c(OCC(=O)NCc3ccccc3)cccc2c1=O	.	-29%	.	0%	.	-3%	-4%	-5%	.	1%	7%
Cn1c(CC(=O)NNC(=O)c2ccc(F)cc2F)nc2ccccc21	.	-1%	.	-1%	.	5%	10%	5%	.	-1%	-1%
C/C(=N\NC(=O)c1ccc(Cl)cc1)c1cccs1	16µM*	93%	6%	2.3µM*	7.1µM*	0.56µM*	-13%	-8%	-1%	0.32µM*	2.7µM*
C/C(CC(=O)NCCCN1CCOCC1)=N\NC(=O)COc1ccc(C)cc1	3%	1%	2%	1%	21%	1%	14%	9%	18%	-3%	2%
O=C(NCc1ccccc1)C1CCCN(C(=O)NCc2ccccc2)C1 (configuration not stated)	22%	14%	-1%	8%	-29%	-2%	-1%	12%	-3%	8%	-7%
c1coc(CN2CNc3nc4ccccc4n3C2)c1	-6%	-7%	-6%	2%	14%	-4%	4%	-2%	25%	0%	-1%
CCOC(=O)c1c(-c2ccccc2)oc2cc(Br)c(O)c(C=O)c12	-3%	-54%	152%[activator]	-12%	-15%	-8%	1%	3%	15%	-14%	-2%
NS(=O)(=O)c1ccc(NC(=O)CSc2nc3c(cnn3-c3ccccn3)c(=O)[nH]2)cc1	.	-6%	.	-7%	.	-2%	-6%	-3%	.	-2%	1%
C/C(=N\NC(=O)c1nnn(-c2nonc2N)c1-c1cccs1)c1cccc(O)c1	-6%	6%	-1%	-3%	-4%	-3%	2%	-4%	10%	-5%	-3%
COc1ccc(C2=Nc3ccc(Br)cc3C(c3ccccc3)N2CC(=O)NN)cc1 (configuration not stated)	-1%	-38%	6%	1%	-27%	0%	0%	0%	3%	-5%	0%
COc1ccc(C(=O)c2sc(Nc3ccccc3F)nc2N)cc1	-5%	?	?	?	-17%	2.8µM*	17%	28%	-5%	2.2µM*	11µM*
Cc1cc(C(=O)N2CCCC2)n[nH]1	.	-22%	-9%	-1%	.	-3%	9%	.	3%	0%	0%
CN1CCC(N(C)C(=S)NC(=O)C23CC4CC(CC(C4)C2)C3)CC1	?	-11%	-5%	-4%	?	-3%	-4%	9%	-1%	0%	1%
CCOC(=O)c1sc(NC(=O)CSc2ncccn2)c(C#N)c1C	-16%	5%	-7%	0%	3%	-1%	0%	-2%	-2%	-1%	3%
O=S(=O)(Nc1cc(S(=O)(=O)N2CCCC2)ccc1O)c1ccc(Cl)s1	.	-9%	.	0%	.	-3%	6%	5%	.	-3%	11%
COCCNc1nc2nonc2nc1NC(C)c1ccccc1Cl (configuration not stated)	1%	-3%	4%	4%	14%	0%	19%	0%	0%	5%	1%
CN(C)S(=O)(=O)c1cc(C(=O)Nc2ccn(C)n2)c(Cl)cc1Cl	.	-1%	.	3%	.	-8%	15%	-3%	.	-4%	3%
CN(C(=O)C1CCCO1)c1nnc(-c2ccncc2)s1 (configuration not stated)	6%	31%	-5%	-13%	-14%	-1%	0%	8%	12%	1%	0%
